Source: PubChem BioAssay
Abs 340nm = compound light absorbance at 340 nm, profiling panel, artefact control, biochemical, MLSMR library, data from PS, PMK, MK assays | fold change at 10 µM | 65,000 tested, under 10 active | AID 708, 2007 | compound absorbance at 340 nm, fold over control;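 active means at 10 µM dose, initial 340 nm absorbance at least 2 fold that of control wells; inactive means change under 2 fold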;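 further: initial absorbance extrapolated from kinetic A340 decline of NADH oxidation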
Her2 expr inh = inhibitors of Her2 protein expression, primary screen, SKBR-3 cells, AlphaScreen, 66K library; Receptor tyrosine-protein kinase erbB-2 (Homo sapiens), P04626; SKBR-3 HER2 protein level, 18-24 h; active compounds read low; HER2 level % of control, % at 10 µM; actives 0.69% (n = 65,000);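 active means HER2 level under 5% of the carrier-only control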;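 further: 100% = DMSO carrier and 0% = 500 nM PU-H71 HSP90 inhibitor; lower value means stronger loss of Her2 protein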
5HT1E ag = 5-HT1E receptor agonists, primary screen, cell-based, HTS | CHO 5-HT1E Ga15 NFAT-bla reporter, FRET; 0% DMSO wells, 100% control agonist wells | activation, % at 6 µM | actives 0.69% (n = 65,000);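 active means activation above a set limit, the screen-wide mean activation plus 3 SD, cut at about 8.5% in these data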;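 further: 100% = positive control agonist at 1 µM giving full maximal response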
Autofluor 339 = intrinsic fluorescence of library compounds, ex339/em460 – biochemical, MLSMR library, data from DPM-DC assay, artefact control, profiling panel; compound autofluorescence, ex339/em460 nm, NADH buffer; active compounds read high; 1 = no-compound wells, NADH background; fluorescence fold increase at 10 µM; actives 5.5% (n = 65,000);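 active means at 10 µM, mean starting fluorescence two-fold or more over control wells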;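 further: signal is the first read of a kinetic run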
MMP-13 inhibitor = human MMP13 inhibitors, primary screen, biochemical, FRET peptide cleavage | Collagenase 3 (Homo sapiens), P45452 | MMP-13 fTHP FRET cleavage, Mca fluorescence | inhibition, % at 4 µM | actives 0.07% (n = 65,000) | AID 570, 2006;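 active means inhibition above the mean of compound-free control plate wells plus 3 SD, cut at about 14% in these data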;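 further: 0% = DMSO wells and 100% = wells with reference MMP-13 inhibitor after basal subtraction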
HTR1E antagonist = 5-HT1E receptor antagonists, primary screen, cell-based, HTS | CHO 5-HT1E Ga15 NFAT-bla reporter, FRET, antagonist | 5-hydroxytryptamine receptor 1E (Homo sapiens), P28566 | inhibition, % at 6 µM | actives 0.99% (n = 65,000);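 active means inhibition above a set limit, the mean inhibition across every tested compound plus 3 SD, cut at about 29% in these data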;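 further: signal is the 460 over 535 nm emission ratio of beta-lactamase substrate; 0% = agonist plus DMSO wells and 100% = wells without agonist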
S1P3 ag = human S1P3 receptor agonists, primary screen, cell-based, primary and confirmation, NFAT-BLA reporter; actives 0.1% (n = 60,000); AID 373, 2006; activation, % at 4.5 µM; Sphingosine 1-phosphate receptor 3 (Homo sapiens), Q99500; S1P3 NFAT-BLA reporter cells, agonism, FRET ratio; relative to 1 µM S1P, basal subtracted;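 active means activation above the screen-wide mean plus 3 SD, cut at about 4.5% in these data, passing the limit was not always enough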; further: some compounds called inactive have numbers as strong as hits
Target sequence (Q99500 whole entry, looked up): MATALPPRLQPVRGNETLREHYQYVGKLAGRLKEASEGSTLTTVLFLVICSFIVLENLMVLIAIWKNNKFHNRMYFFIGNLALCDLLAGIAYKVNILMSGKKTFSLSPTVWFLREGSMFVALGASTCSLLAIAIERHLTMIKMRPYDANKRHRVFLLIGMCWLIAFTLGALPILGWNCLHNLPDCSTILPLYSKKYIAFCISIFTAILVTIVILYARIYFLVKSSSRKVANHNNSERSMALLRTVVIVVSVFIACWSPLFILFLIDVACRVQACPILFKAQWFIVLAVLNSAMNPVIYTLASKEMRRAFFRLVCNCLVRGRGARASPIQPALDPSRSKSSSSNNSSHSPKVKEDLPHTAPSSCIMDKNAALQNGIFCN
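Measure – % activation relative to 1 µM S1P (100%), per plate · System – stable CHO line with human S1P3, Gα16, NFAT-BLA reporter · Timing – cells plated overnight, compound 4 h 37 °C, substrate 2 h RT · Technique – fluorescent BLA substrate, ex 405 nm, em 460/535 nm ratio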
5HT1a antag = human 5-HT1a receptor antagonists, primary screen, cell-based, CHO, Ga15 NFAT-bla reporter; 5-hydroxytryptamine receptor 1A (Homo sapiens), P08908; AID 612, 2007; CHO 5-HT1a Ga15 NFAT-bla reporter, antagonist mode; inhibition, % at 10 µM; actives 0.68% (n = 62,000);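 active means inhibition above the mean of all tested compounds plus 3 SD, cut at about 43% in these data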;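 further: receptor stimulated by 5-CT agonist at 100 nM near EC80; beta-lactamase reporter measured by ratiometric fluorescence of a cleavable substrate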
Target sequence (P08908 whole entry, looked up): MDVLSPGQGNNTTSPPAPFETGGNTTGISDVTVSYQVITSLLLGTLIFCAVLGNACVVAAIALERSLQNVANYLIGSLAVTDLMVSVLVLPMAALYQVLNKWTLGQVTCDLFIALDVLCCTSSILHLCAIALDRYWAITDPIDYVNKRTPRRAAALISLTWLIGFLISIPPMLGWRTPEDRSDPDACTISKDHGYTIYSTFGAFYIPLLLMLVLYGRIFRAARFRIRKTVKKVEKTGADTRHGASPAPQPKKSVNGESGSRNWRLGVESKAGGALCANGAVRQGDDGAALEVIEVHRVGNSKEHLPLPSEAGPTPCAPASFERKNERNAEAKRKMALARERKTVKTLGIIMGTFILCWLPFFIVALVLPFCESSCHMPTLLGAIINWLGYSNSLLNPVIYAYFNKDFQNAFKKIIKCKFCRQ
S1P1 ag-PAM = S1P1 agonists and agonism potentiators, primary screen, cell-based, primary and confirmation screens, CRE-bla reporter. Sphingosine 1-phosphate receptor 1 (Homo sapiens), P21453. S1P1 CRE-bla cells, forskolin, beta-lactamase FRET, potentiator mode; S1P1 agonist co-added at EC20, 2 nM; 100% = saturating reference agonist, 0% = basal. activation, % at 9.5 µM. actives 0.57% (n = 56,000). AID 449, 2006;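 active means activation above a cutoff set at the mean activation of all tested compounds plus 3 SD, cut at about 54% in these data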;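 further: forskolin at 4 µM as EC80 and the EC20 agonist is SEW2871; 100% = SEW2871 at its EC100 plus forskolin at EC80; some compounds past the cut are filed as inactive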
Active calls of the source: *; i = inactive; · = no result given; [ ] = dose if it differs, or a comment.

SMILES	Abs 340nm	Her2 expr inh	5HT1E ag	Autofluor 339	MMP-13 inhibitor	HTR1E antagonist	S1P3 ag	5HT1a antag	S1P1 ag-PAM
COC(=O)c1oc2ccc(Cl)cc2c1NC(C)=O	1	101	-1.0	1.1	-14	11	-0.7	14	14
O=C(CSc1nnc(-c2cccs2)n1-c1ccccc1)c1ccc2c(c1)OCCO2	1.1	46	0.1	1.1	-4	-2	-0.4	1	8
CCCCNC(=O)c1nn(-c2ccccc2OC)c(=O)c2ccccc12	1	111	-0.5	1.1	-1	2	-0.3	8	-22
Cn1c(C(O)c2ccccc2F)nc(Cl)c1Cl (configuration not stated)	1	102	0.1	1.1	1	-1	-0.1	-1	-1
CC1CCCCN1CCNC(=O)c1cc2c(=O)n(C)c3ccccc3c2n1C (configuration not stated)	1.1	62	-0.3	1.8	-25	-10	-0.1	18	-5
COc1ccc(S(=O)(=O)N2CC3C4C=CC(C4)C3C2)cc1 (configuration not stated)	1	80	0.4	1.1	-6	12	-0.6	2	18
c1cncc(Nc2nc(-c3cccs3)cs2)c1	1	52	0.3	1.1	5	8	-1.5	26	16
O=C(O)CCOc1ccc2c(c1)OCCO2	1	86	-0.3	1.1	7	0	-0.2	-3	-35
CCc1nnc(NC(=O)C(NS(=O)(=O)c2ccc3c(c2)OCCO3)C(C)C)s1 (configuration not stated)	1	85	-0.1	1.1	-6	-8	0.9	0	-1
COc1ccc2c(c1)OC13CCN(C)CC1C2C(C(=O)c1ccc(F)cc1)C(=O)N3 (configuration not stated)	1	92	0.5	1	-4	-12	0.4	-22	6
O=S(=O)(c1ccc2c(c1)C(=NO)c1cc(S(=O)(=O)N3CCCCC3)ccc1-2)N1CCCCC1	1	-22*	0.1	2*	-4	3	-0.9	-1	0
Cc1ccc2cccc(OCC(=O)NCc3ccco3)c2n1	0.99	83	-1.3	1.1	-2	19	-0.5	21	18
CCN(Cc1ccccc1)Cc1c(F)cccc1F	1	112	-0.5	1.1	-1	5	-1.3	4	-14
O=C1C(=O)N(CCN2CCOCC2)C(c2ccccn2)/C1=C(/O)c1ccc(Cl)cc1 (configuration not stated)	1.1	71	0.7	1.1	2	-4	0.0	-8	-8
COc1ccc(NC(=O)c2ccco2)c(NC(=O)Cc2cccs2)c1	1	82	0.4	1.1	-2	-1	0.2	-7	-1
COCCSc1ccccc1C(=O)Nc1cc(C)on1	0.97	111	-1.4	1	0	4	-0.5	1	-6
c1ccc(CCN2CN(CCCN3CCOCC3)c3nc4ccccc4n3C2)cc1	1.1	102	1.2	1.1	2	0	-0.8	-8	-13
O=C(Nc1nccs1)Oc1ccccc1	1	90	0.7	1	-23	-2	0.7	5	-20
O=C(NCCN1CCOCC1)C1CCN(S(=O)(=O)N2CCCCC2)CC1	1	105	-0.4	1	2	5	-0.6	6	-6
CCOP1(=O)C=C(C(C)(C)C)OC1c1ccc(F)cc1 (configuration not stated)	1	-28*	1.0	1.1	-1	-1	0.2	-18	0
Cc1ccc(C2c3c(oc4ccccc4c3=O)C(=O)N2c2nnc(C)s2)o1 (configuration not stated)	1.1	100	1.0	1	2	3	-0.6	12	·
Fc1ccc2nc(-c3ccccc3)nc(SCc3nnc(-c4ccccc4)o3)c2c1	1	68	0.3	1.5	4	-5	0.2	0	-16
O=C(O)CCNc1cc2ccccc2cc1C(=O)O	1.1	123	-1.1	1.1	-3	4	-1.7	0	-14
CC1(C)C(N(O)C(=O)Nc2ccccc2)N(c2cccc(Cl)c2)C(=O)N1O (configuration not stated)	1	79	0.2	1	0	18	0.1	-6	-15
COc1ccccc1NC(=O)CSc1nc(N)cc(N)n1	1	110	-0.3	1.1	0	1	-0.8	-9	-15
O=C(O)c1ccc(NS(=O)(=O)c2cccc3cccnc23)cc1	1.1	105	-0.1	1.1	1	0	0.4	4	-9
O=C(CSc1nnc(Cc2ccccc2)n1-c1cccc(Cl)c1)N1CCOCC1	0.99	84	-0.7	1.1	-6	7	-1.3	0	4
CN(C)CCCN1C(=O)C(=O)/C(=C(/O)c2ccccc2)C1c1ccccn1 (configuration not stated)	1	70	-0.1	1.1	0	-1	-5.9	·	4
Cc1ccc(NC(=O)Nc2cccs2)cc1	1	109	-0.3	1.1	0	1	·	21	·
COc1ccc(Cl)cc1NC(=O)Cn1c(=O)n2nc(C)nc2c2ccccc21	1	71	0.7	1	-2	0	-0.4	14	-26
CCc1nc2c(cnn2-c2ccc(Cl)cc2)c(=O)n1-c1ccc(OC)cc1	0.97	123	-0.1	1.1	-1	0	-1.1	-12	8
Cc1ccc(S(=O)(=O)N2CC(O)CC2C(=O)Nc2ccc3c(c2)CCC3)cc1 (configuration not stated)	1	126	-0.2	1.1	3	-2	0.5	2	17
CCN(CC)CCCN1C(=O)C(=O)/C(=C(/O)c2ccc3c(c2)OCO3)C1c1ccccn1 (configuration not stated)	1	68	0.3	1.1	2	7	-0.6	2	-5
CC(C)(Oc1ccc(Cl)cc1)C(=O)Nc1ccc2oc(-c3ccncc3)nc2c1	1.1	94	-1.5	3.4*	-30	-3	-1.4	3	16
CCn1c(SC(C)C(=O)OC)nnc1-c1c[nH]c2ccccc12 (configuration not stated)	1	97	0.5	1.1	1	1	-1.0	-2	3
CC(=O)Nc1ccc(NC(=O)C2CCCN(c3nnc(-n4cccc4)s3)C2)cc1 (configuration not stated)	1	104	-0.3	0.99	5	3	-0.8	-2	-10

Four records picked at random from those above, as already listed:
SMILES	Abs 340nm	Her2 expr inh	5HT1E ag	Autofluor 339	MMP-13 inhibitor	HTR1E antagonist	S1P3 ag	5HT1a antag	S1P1 ag-PAM
CCCCNC(=O)c1nn(-c2ccccc2OC)c(=O)c2ccccc12	1	111	-0.5	1.1	-1	2	-0.3	8	-22
CC1CCCCN1CCNC(=O)c1cc2c(=O)n(C)c3ccccc3c2n1C (configuration not stated)	1.1	62	-0.3	1.8	-25	-10	-0.1	18	-5
Fc1ccc2nc(-c3ccccc3)nc(SCc3nnc(-c4ccccc4)o3)c2c1	1	68	0.3	1.5	4	-5	0.2	0	-16
COc1ccc(S(=O)(=O)N2CC3C4C=CC(C4)C3C2)cc1 (configuration not stated)	1	80	0.4	1.1	-6	12	-0.6	2	18

(continued)
SMILES	Abs 340nm	Her2 expr inh	5HT1E ag	Autofluor 339	MMP-13 inhibitor	HTR1E antagonist	S1P3 ag	5HT1a antag	S1P1 ag-PAM
CCc1nnc(NC(=O)CSc2nnc(-c3ccc(O)cc3)n2-c2ccccc2)s1	0.98	97	-1.0	1.1	3	-6	-1.0	1	8
Cc1ccc2nc3c(cc(C(=O)NCC4CCCO4)c(=N)n3CCCOC(C)C)c(=O)n2c1 (configuration not stated)	1.1	121	3.3	3.7*	i[fluorescence artefact?]	-12	1.6	-18	-18
O=C(Nc1ccccc1C(=O)NCc1ccco1)c1ccccc1	1	97	-0.3	1.1	1	-6	-0.1	2	-29
COc1ccc(S(=O)(=O)N[C@H](C(=O)O)C(C)C)cc1	1	109	-0.1	1.1	-9	-1	1.2	-14	9
CNc1nc(N)c(C(=O)C(C)(C)C)s1	1.1	102	0.2	1	2	17	0.0	-4	·
CN1C(=O)c2oc3ccccc3c(=O)c2C1c1ccccn1 (configuration not stated)	1	89	0.7	1	0	-4	-0.6	7	-15
Nc1nc2ccc(C(=O)NC3CCCCC3)cc2s1	0.96	116	-1.0	1.1	0	-3	-0.1	4	-12
COC(=O)CN(c1cccc(C(C)=O)c1)S(C)(=O)=O	1	91	-0.1	1.1	-1	-5	-0.4	-56	·
CCCS(=O)(=O)N1CCCC(C(=O)NCCCOC(C)C)C1 (configuration not stated)	0.99	98	-0.4	1.1	1	-4	-0.9	2	-22
CCOc1ccc(C2=Nn3c(nnc3-c3ccc(OC)cc3)SC2)cc1	1	7	1.6	1	3	39*	1.1	15	-34
O=C(N[C@@H](Cc1ccccc1)C(=O)O)c1cccnc1	1	88	-0.5	1.1	-3	-8	-0.2	-5	-14
CCc1nc2scc(-c3ccccc3)c2c(=O)n1N	1	85	0.9	1	6	7	·	-2	·
CC1(C(=O)NC2CCCC2)CCC(=O)N1Cc1ccc2c(c1)OCO2 (configuration not stated)	0.98	121	-0.1	0.92	0	1	0.2	3	8
CCc1nc(SCC(=O)N2CCc3ccccc32)c2oc3ccccc3c2n1	1	95	-0.4	1.1	-1	-1	-0.9	15	15
COc1ccc(CN2CCN(c3cccc(C)c3C)CC2)cc1OC	1.1	128	24*	1.1	3	11	-0.4	6	·
N#Cc1nc(COc2ccc(F)cc2)oc1N1CCC(Cc2ccccc2)CC1	1	98	-1.3	1.1	0	1	-1.0	56*	10
COc1ccc(-c2noc(COc3ccc4ccccc4c3Br)n2)cc1OC	0.99	78	1.0	1	-2	-11	-0.8	-4	-7
Cc1ccc(S(=O)(=O)NCCC(=O)NCCN2CCCCCC2)cc1	1	110	-0.1	1.1	2	12	-0.2	-7	-8
CCn1nnnc1SCC(=O)Nc1ccc(OCc2ccccc2)cc1	1	78	0.2	1	0	3	0.2	-6	8
Cc1cn(-c2ccc(Br)cc2)[nH]c1=O	1	·	0.5	1.1	-5	-5	-0.1	-6	-9
Cc1ccc(C(=O)CCNc2ccccc2)o1	0.99	123	0.3	1.1	4	1	-0.8	6	·
CCOC(=O)C1CCN(C(=O)C2c3ccccc3C(=O)N(C)C2c2ccc(OC)cc2)CC1 (configuration not stated)	1.1	367	-0.9	1	4	-4	·	-16	·
CCCN1Cc2cccc(C(=O)N3CCN(c4cc(Cl)ccc4C)CC3)c2C1=O	1	70	0.1	0.93	-2	-9	-0.1	-4	-3
CN(CC1CCCO1)S(=O)(=O)c1ccc(C(=O)Nc2nc(-c3ccccn3)cs2)cc1 (configuration not stated)	1.1	79	1.4	1.1	8	20	0.0	12	58
Cc1ccc(S(=O)(=O)N2C(=S)SCC2(C)C)cc1	1	124	-0.3	1.1	3	1	0.3	9	-9
CCN(CC)Cc1c[nH]c2c(C(=O)OC)cccc12	1	113	2.1	2.1*	-34	1	-0.5	18	-11
O=C(NCc1ccc2c(c1)OCO2)c1nnc(Cc2ccc(Cl)cc2)o1	1	97	0.3	1.1	-5	7	-0.7	-20	8
CCCOc1ccc(N2C(=O)CC(NCc3ccncc3)C2=O)cc1 (configuration not stated)	1	106	-0.5	1.1	4	3	0.2	-14	·
CCCC(=O)c1cc(F)c(N2CCOCC2)cc1C	1	154	-0.5	1.1	-3	-6	-1.2	-13	-27
